Screening data as filed in PubChem.
RMI FANCM FP: RMI-FANCM interaction inhibition. Fluorescence polarization, RMI core complex with F-MM2 peptide; hits give low values. FP signal (polarization) at 33 µM. actives 0.58% (n = 70,000); in the data active = FP signal below about 40; note: inactives centre near 61; strong numbers were not always called active; unit not given here
* = called active by the depositor; & = joins results of further samples.

SMILES | RMI FANCM FP
Fc1ccc(-c2cc3c(SCc4cccc(F)c4)nccn3n2)cc1 | 68
Cc1cc2ncc(-c3cnc(SCCS(=O)(=O)c4ccc(Cl)cc4)nc3)c(C)n2n1 | 52
CCOC(=O)N1CCN(C(c2cccnc2)c2c(NC(=O)c3ccco3)sc(C)c2C)CC1 (configuration not stated) | 77
O=C(COc1ccc(Cl)cc1)NCCn1ncc2c(=O)n(Cc3ccc(Br)cc3)cnc21 | 75
CCOC(=O)N1CCC(NC(=O)c2ccc3nc(-c4ccc(C)cc4)cc(OCC)c3c2)CC1 | 58
CC1(C)CCc2cc(C3SCCS3)ccc2O1 | 57
COc1ccc(CCNC(=O)CS(=O)(=O)c2ccc(Br)s2)cc1OC | 70
CC1=NN(c2ccccc2)C(=O)/C1=C\c1ccc(NC(=O)c2ccc(S(=O)(=O)N(C)C)cc2)cc1 | 60
O=C(C1CCCCC1)N(Cc1ccccn1)c1nc2c(Cl)cccc2s1 | 54
O=C(Nc1cc(Cl)ccc1Cl)C1CCN(S(=O)(=O)c2cccs2)CC1 | 56

An excerpt from above in order of their number in RMI FANCM FP, descending.
SMILES | RMI FANCM FP
O=C(COc1ccc(Cl)cc1)NCCn1ncc2c(=O)n(Cc3ccc(Br)cc3)cnc21 | 75
COc1ccc(CCNC(=O)CS(=O)(=O)c2ccc(Br)s2)cc1OC | 70
Fc1ccc(-c2cc3c(SCc4cccc(F)c4)nccn3n2)cc1 | 68
CC1=NN(c2ccccc2)C(=O)/C1=C\c1ccc(NC(=O)c2ccc(S(=O)(=O)N(C)C)cc2)cc1 | 60
O=C(C1CCCCC1)N(Cc1ccccn1)c1nc2c(Cl)cccc2s1 | 54

(further entries)
SMILES | RMI FANCM FP
O/N=C1\CCCc2c1nc(-c1ccccc1)n2O | 60
O=C(Cn1c(CO)cnc1SCC(=O)Nc1ccc2c(c1)OCCO2)NCc1ccc(F)cc1 | 56
Cc1ccc(CNC(=O)CC2CSc3nc4c(c(=O)n32)CCCC4)cc1 (configuration not stated) | 63
COC(=O)Cn1c(=NC(=O)c2ccc3ncsc3c2)sc2cc([N+](=O)[O-])ccc21 | 78
Cc1oc2c(cc(O)c3ccccc32)c1C(=O)O | 55
CCN1CCN(CC(O)COc2ccccc2-c2ccccc2)CC1 (configuration not stated) | 76
COc1cccc(N2CCN(C(=O)Cn3cnc4c([nH]c5ccccc54)c3=O)CC2)c1 | 61
COC(=O)c1c(-c2cc(OC)c(OC)c(OC)c2)c2ccc(OCc3ccccn3)cc2c(=O)n1-c1ccc(N)cc1 | 50
CCCC(NS(=O)(=O)c1ccc(C)cc1)C(=O)Oc1cc2oc(=O)c3c(c2cc1Cl)CCCC3 (configuration not stated) | 56
Cc1nc(-c2cccnc2)sc1-c1ccc(SCC(=O)Nc2ccc(Cl)cc2)nn1 | 148
COc1ccc(CN(C(=O)c2oc3ccccc3c2C)C2CCS(=O)(=O)C2)cc1OC (configuration not stated) | 60
COc1ccc(/C=C(/C(=O)c2ccccc2OCc2ccccc2)[N+](=O)[O-])cc1 | 57
OC[C@H]1O[C@@H](n2cnc3c(NC4CCCCC4)ncnc32)[C@H](O)[C@@H]1O | 59
COc1cc(-c2nnc(NC(=O)c3cc4cc([N+](=O)[O-])ccc4s3)o2)cc(OC)c1OC | 54
O=C(Cn1c(=O)n(Cc2cccnc2)c(=O)c2ncccc21)NC1CCCC1 | 56
C(=N/Nc1c2c(nc3ncnn13)CCC2)/c1cccs1 | 61
O=C(O)c1sccc1Cl | 49
O=C(Cc1csc(Nc2cccc(Cl)c2)n1)NCc1ccncc1 | 62
CC(=O)Nc1cccc(NC(=O)NC2CC(=O)N(c3ccccc3)C2)c1 (configuration not stated) | 59
CCC(=O)OCCC(=O)N1C=Cc2ccccc2C1C#N (configuration not stated) | 62

In the list so far, these have bromine.
SMILES | RMI FANCM FP
O=C(COc1ccc(Cl)cc1)NCCn1ncc2c(=O)n(Cc3ccc(Br)cc3)cnc21 | 75
COc1ccc(CCNC(=O)CS(=O)(=O)c2ccc(Br)s2)cc1OC | 70

Additional structures
SMILES | RMI FANCM FP
COCCN1CCCc2ccc(NS(=O)(=O)c3ccc(Cl)cc3)cc21 | 64
COCCN1COc2ccc3c(=O)c(Oc4cccc(OC)c4)c(C)oc3c2C1 | 60
CS(=O)(=O)Nc1ccc(/C(N)=N\OC(=O)Nc2ccc(C(F)(F)F)cc2)cc1 | 56
O=C(Nc1c[nH]c2ccccc12)N1CCC(Cc2ccccc2)CC1 | 53
O=[N+]([O-])c1cccc(-c2nnc(-c3ccccc3Cl)o2)c1 | 57
CC(=O)Nc1ccc(S(=O)(=O)N(C)C)cc1 | 61
CCOC(=S)NC(C)(C)C | 57
Cc1nc([N+](=O)[O-])c(N2CCCC2)n1Cc1ccccc1 | 62
O=S(=O)(c1cccs1)N1CCCC(c2nc(-c3cccc(C(F)(F)F)c3)no2)C1 (configuration not stated) | 71
COc1ccc(S(=O)(=O)Nc2ccc3c(c2)CC(=O)N3C)cc1F | 67

In the list so far, these have a COOH group:
SMILES | RMI FANCM FP
Cc1oc2c(cc(O)c3ccccc32)c1C(=O)O | 55
O=C(O)c1sccc1Cl | 49

(continued)
SMILES | RMI FANCM FP
O=C(OC[C@H]1O[C@H](OC(=O)c2cc(O)c(O)c(OC(=O)c3cc(O)c(O)c(O)c3)c2)[C@H](OC(=O)c2cc(O)c(O)c(OC(=O)c3cc(O)c(O)c(O)c3)c2)[C@@H](OC(=O)c2cc(O)c(O)c(OC(=O)c3cc(O)c(O)c(O)c3)c2)[C@@H]1OC(=O)c1cc(O)c(O)c(OC(=O)c2cc(O)c(O)c(O)c2)c1)c1cc(O)c(O)c(OC(=O)c2cc(O)c(O)c(O)c2)c1 | 29*
Cc1ccc(OCC(=O)N/N=C\c2ccc(OC(=O)c3ccccc3)cc2)cc1 | 58
CCc1nnc(NS(=O)(=O)c2ccc(-n3c(C)cn4c5c(=O)[nH]c(=O)n(C)c5nc34)cc2)s1 | 56
COc1ccc(NC(=O)c2sccc2S(=O)(=O)N2CCN(c3ccccc3)CC2)cc1OC | 63
O=C(Nc1nnc(-c2ccco2)o1)C1c2ccccc2Oc2ccccc21 | 71
Cc1ccc(S(=O)(=O)Nc2ccc3c(c2)N(CCC(C)C)C(=O)C(C)(C)CO3)cc1 | 65
COc1ccc(C(=O)Nc2ccc3c(c2)CN(C(C)=O)CC3)cc1OC | 69
Cn1ccnc1S(=O)(=O)/C(C#N)=C/c1ccccc1Cl | 49
O=C(NCc1ccc(F)cc1)c1ccc2c(=O)nc3c(-c4ccccc4)n[nH]n3c2c1 | 67
O=C(NNC(=O)C1CC1)c1cccn(Cc2ccc(F)cc2)c1=O | 60
COc1ccc(OC(C)C(=O)NCCOc2ccc3nnc(-c4ccccc4)n3n2)cc1 (configuration not stated) | 68
COc1cc(CSc2nc(CC(=O)Nc3cccc(C)c3C)cs2)cc(OC)c1 | 106
CCN(CC(O)COC1CC2CCC1(C)C2(C)C)C1CCCCC1 (configuration not stated) | 77
CC(C)OP(=O)(OC(C)C)C(NCc1ccccc1)c1ccc(Br)cc1 (configuration not stated) | 64
C#CCn1c(=NC(C)=O)sc2cc(NC(C)=O)ccc21 | 68
NC(=S)CCn1cccc(C(F)(F)F)c1=O | 58
CC(C)(C)S(=O)(=O)/C(C#N)=C/NNS(=O)(=O)c1ccc(Cl)c(Cl)c1 | 60
CCOc1ccc(C(=O)NCCn2ncccc2=O)cc1OCC | 63
O=C1CSC(c2ccc(Cl)c(Cl)c2)N1 (configuration not stated) | 54
CCOc1ccc(S(=O)(=O)Nc2ccc3c(c2)CC(=O)N3)cc1F | 67
CCOC(=O)/C(C#N)=C\c1cc(/C=C(/C#N)C(=O)OCC)c(N(C)C)c(C#N)c1N(C)C | 76
CN(C)CCNC(=S)Nc1ccc(C(=O)O)cc1 | 59
O=C(NCC1COc2ccccc2O1)c1ccco1 (configuration not stated) | 62
O=C1c2ccccc2C(=O)N1c1cccc(F)c1 | 59
COc1ccc(S(=O)(=O)NCC2CCN(C(C)C)CC2)cc1Cl | 76
O=S(=O)(Nc1nc2ccc(S(=O)(=O)N3CCCC3)cc2s1)c1ccc(F)cc1 | 63
O=C(Nc1nc(-c2ccccc2)ns1)c1ccccc1Cl | 69
CCc1ccc(-c2cc3c(SCC(=O)Nc4ccc(C)c(F)c4)nccn3n2)cc1 | 89
CC1CCN(C(=O)Cc2csc(Nc3ccccc3)n2)CC1 | 62
O=c1c2sccc2nc(SCc2nc(-c3ccc(Cl)cc3)no2)n1Cc1ccccc1 | 96
CCS(=O)(=O)CS(=O)(=O)CC | 51
CCOC(=O)N1CCN(C(=O)c2cccc([N+](=O)[O-])c2C)CC1 | 60
CC(C)(C)S(=O)(=O)/C(C#N)=C/N=S(C)(=O)c1ccccc1 (configuration not stated) | 54
CCCS(=O)(=O)N1CCc2ccc(NC(=O)COc3ccccc3F)cc2C1 | 64
NC(=O)c1nnn(Cc2cccc([N+](=O)[O-])c2)c1N | 59
CC(=O)NC(=S)Nc1ccc(Nc2ccccc2)cc1 | 58
O=C(NNC(=O)c1ccc[nH]1)c1cc(Cl)cc(Cl)c1 | 54
CC(=O)Nc1ccc2c(c1)N(C)C(=O)C(C)(C)CO2 | 67
CC(=O)c1cc(C#N)c(C)nc1C | 48
COCCCNc1nc2ccccc2nc1NS(=O)(=O)c1cc(Cl)ccc1Cl | 64
O=[N+]([O-])c1ccc2nc(NCc3ccccn3)sc2c1 | 68
O=C(CSC1=NS(=O)(=O)c2ccccc2N1)NCc1ccco1 | 55
CCn1cc(NC(=O)Nc2nc(C)cs2)c2ccccc21 | 56
Cc1nc(C)c(-c2ccn(C(=O)NC(C)C)n2)s1 | 56
O=C(NCc1ccc(F)cc1)C(=O)NCC1CCN(Cc2ccco2)CC1 | 71
Cn1nc(C(C)(C)C)cc1C(=O)Nc1cccnc1 | 53
O=C(Nc1ccccc1C(=O)NCCCN1CCOCC1)c1ccccc1 | 51
Cc1sc2nc(SCC(=O)N3CCN(c4nnnn4-c4ccccc4)CC3)n(-c3ccccc3)c(=O)c2c1C | 77
CC/C(=C(/CC)c1ccc(O)cc1)c1ccc(O)cc1 | 69&59
O=C(CSc1nnc2ccc3ccccc3n12)NCc1ccco1 | 73
Following part.
SMILES | RMI FANCM FP
CCOC(=O)Cc1cc(C)[nH]c1C(=O)OCC | 55
Cc1cccc2c(NC(=O)CSc3nc4ccccc4s3)ccnc12 | 68
COC(=O)Cn1c(=NC(=O)c2ccno2)sc2cc(F)cc(F)c21 | 55
O=C(NCCCc1ccccc1)c1ccc2c(=O)nc3c(-c4cccc(F)c4)n[nH]n3c2c1 | 94
CCOC(=O)c1c(C)oc2c1c(C=NC(C)c1ccccc1)c(O)c1ccccc12 (configuration not stated) | 39
COc1ccccc1N1CCN(CCNC(=O)c2ccc(C(F)(F)F)cc2)CC1 | 63
O=C(Nc1ccc(-c2csnn2)cc1)c1ccccc1C(F)(F)F | 58
O=C(CSc1ccc(-c2cccs2)nn1)Nc1nccs1 | 59
Cc1ccccc1-c1noc(Cn2cnc3c(nnn3Cc3cccc(Cl)c3)c2=O)n1 | 85
COc1ccc(C(=O)N2CCN=C2SCc2cccc(C(F)(F)F)c2)cc1OC | 61
CN1CCN(C(=O)CCCSc2ccc(NC(=O)c3ccc(F)cc3)nn2)CC1 | 62
CC(=O)Nc1nnc(Cc2ccc(F)cc2)o1 | 64
O=C(Nc1nc2ccccc2s1)C(=O)N1CCN(c2cccc(Cl)c2)CC1 | 53
O=c1nc(SCc2ccc([N+](=O)[O-])cc2)c2c([nH]1)CCC2 | 55
COc1cccc(OC)c1C(=O)N=c1sc2cc(C)cc(C)c2n1C | 66
Nc1c(S(=O)(=O)c2cccs2)c2nc3ccccc3nc2n1Cc1ccco1 | 12*
C[C@H]1[C@H](C)CC[C@]2(CO)CC[C@]3(C)C(=CCC4[C@@]5(C)CC[C@H](O)C(C)(C)C5CC[C@]43C)[C@H]12 (some centres not stated) | 59
O=C(COc1ccc([N+](=O)[O-])cc1)c1ccccc1 | 55
O=C(NC1CC(=O)N(c2ccc(F)cc2)C1)N1CCN(C(=O)c2ccco2)CC1 (configuration not stated) | 57
CC(C)(C)N(C(=O)c1ccc(S(=O)(=O)N2CCCC2)cc1)C(=O)N1CCCCC1 | 53
O=C1Nc2ccccc2/C1=C\c1ccc(-c2cc(C(F)(F)F)cc(C(F)(F)F)c2)o1 | 54
CCOc1ccc2nc(NC(=O)c3ccc(Br)cc3F)sc2c1 | 84
CC(Oc1ccc(Cl)cc1Cl)C(=O)Nc1nccs1 (configuration not stated) | 56
O=C(COc1ccc2ccccc2c1)Nc1ccc(Nc2ccccc2)cc1 | 51
CC1CCN(C(=O)CSc2c(-c3ccccc3)[nH]c3ccccc23)CC1 | 61
Nc1c(C(=O)N2CCOCC2)sc(=S)n1-c1ccc(Cl)cc1 | 59
CCN(CC)S(=O)(=O)c1ccc(C(=O)Nc2cc(-c3ccccc3)sc2C(=O)OC)cc1 | 78
CC(=O)Nc1ccc2nc(NC(=O)C3CCN(S(C)(=O)=O)CC3)sc2c1 | 64
COc1cccc2cc(C(=O)Nc3nnc(-c4cc(Cl)sc4Cl)o3)oc12 | 74
COc1cc(/C=C/C(=O)Nc2nnc(-c3ccc(C(F)(F)F)cc3)o2)cc(OC)c1OC | 71

A few values from above.
In RMI FANCM FP, COc1cc(/C=C/C(=O)Nc2nnc(-c3ccc(C(F)(F)F)cc3)o2)cc(OC)c1OC reads 71
In RMI FANCM FP, CC(Oc1ccc(Cl)cc1Cl)C(=O)Nc1nccs1 (configuration not stated) reads 56
In RMI FANCM FP, Nc1c(C(=O)N2CCOCC2)sc(=S)n1-c1ccc(Cl)cc1 reads 59
In RMI FANCM FP, CC(=O)Nc1ccc2nc(NC(=O)C3CCN(S(C)(=O)=O)CC3)sc2c1 reads 64

Other records.
SMILES | RMI FANCM FP
CCOc1cccc2cc(C(=O)NCCn3nc(-c4cccnc4)ccc3=O)c(=O)oc12 | 67
O=C(NCCN1CCN(c2ccccc2F)CC1)C(=O)Nc1ccc2c(c1)OCO2 | 88
Cc1cc(-c2nnc(NC(=O)COc3ccc(Cl)cc3)o2)n(C)n1 | 70
COc1ccc(Cl)c2sc(N3CCN(C(=O)C4CCCCC4)CC3)nc12 | 54
COc1cccc(-c2ccc(=O)n(CCCC(=O)N3CCc4ccccc43)n2)c1 | 75
Cc1nn(-c2ccccc2)nc1CNC(=O)c1ccc2nsnc2c1 | 61

Only part of the results is shown (hit frequency here may not be typical).
